T cell HTS: modulates CD8 T cell binding to vesicles; 2C CD8+ T cell-vesicle binding, flow cytometry; stronger effect = lower value; calls only at 7 µM; 0.068% of 330,000 active; AID 2052;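 active = response, share of CD8 T cells binding vesicles, and their 90th percentile fluorescence all below set limits, cut at about 80% in these data, passing the limit was not always enough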
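Read-out – percent CD8+ FL2 mean versus row control · System – murine 2C transgenic CD8+ T lymphocytes · Times – 1.5 h cell–vesicle binding at 37 °C, then 20 min icy labelling · Control set – naked vesicles low, QL9 vesicles with vehicle high · Detection – cytometric PE anti-B7-1 and Alexa647 anti-CD8 signals after 1% paraformaldehyde fixation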
MgcRacGAP inhibition: MgcRacGAP GTPase-activating activity inhibitors, confirmation, biochemical, ADP Hunter fluorescence. inhibition, % at 30 µM; hits with a dose series show IC50 in µM. MgcRacGAP-stimulated Rac1 GTP hydrolysis, ADP Hunter fluorescence; higher % means a stronger effect; GST-tagged Rac1 F28L mutant substrate. 0.6% of 340,000 active;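 active = first-screen hits whose inhibition reached a set limit at any dose in the follow-up dose series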;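 note: fluorescence reports GDP produced by GAP-driven GTP hydrolysis; strong numbers were not always called active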
NTR1 ag: agonists of NTR1, primary screen, imaging, U2OS cells, beta-arrestin-GFP, high content (AID 493036); NTR1-U2OS beta-arrestin-GFP spot imaging, agonist mode; activation, % at 20 µM; 0.17% of 330,000 active;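 active = activation at or above 40% of the spot to cytoplasm intensity ratio, with at least 20 cells analyzed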;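 note: 0% = DMSO without peptide and 100% = 100 nM NTR1 peptide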
Target sequence (P30989 whole entry, looked up): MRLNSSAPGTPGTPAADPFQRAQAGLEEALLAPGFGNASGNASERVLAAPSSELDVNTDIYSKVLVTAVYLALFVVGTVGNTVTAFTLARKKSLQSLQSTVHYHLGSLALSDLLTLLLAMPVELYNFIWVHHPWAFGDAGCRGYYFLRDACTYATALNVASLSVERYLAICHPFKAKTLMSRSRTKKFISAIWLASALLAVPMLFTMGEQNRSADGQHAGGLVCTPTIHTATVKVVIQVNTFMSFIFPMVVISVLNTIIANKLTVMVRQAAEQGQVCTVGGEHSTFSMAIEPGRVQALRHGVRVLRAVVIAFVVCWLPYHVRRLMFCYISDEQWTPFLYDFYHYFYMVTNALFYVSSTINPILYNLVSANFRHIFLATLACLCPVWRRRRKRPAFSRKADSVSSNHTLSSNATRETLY
T cell HTS vesicle-bound %: second read-out of T cell HTS, no call of its own (marks repeat the call); double positive events, %; measured here: CD8+ vesicle-bound cell fraction;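 binding gate set so that unloaded-vesicle control wells show 10% double positive cells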
NTR1 ag cell count 20 µM: further read-out of NTR1 ag, marked with its call; cell count; measured here: cell count, cytotoxicity flag
* marks the source's active call; other numbers are inactive results; i = inactive. Not all compounds are listed; count on the stated rates, not on these rows.

Molecule	NTR1 ag cell count 20 µM	T cell HTS vesicle-bound %	T cell HTS	NTR1 ag	MgcRacGAP inhibition
COc1ccc(-c2sc3ccc(OC)cc3c2C#Cc2cncn2C)cc1	41	6.5	i	16.4	1.1%
CCN(C[C@H]1N[C@@](C)(C(=O)OC)[C@H]2C(=O)N(C)C(=O)[C@@H]12)S(=O)(=O)c1ccc(OC(F)(F)F)cc1	64	12.6	i	-1.3	6.0%
Cc1cc(C(=O)Cn2cc(C(F)(F)F)ccc2=O)c(C)n1CC1CCCO1 (stereo not given)	47	16.6	i	-1.4	5.0%
COc1cc2nc(-c3cccs3)oc(=O)c2cc1OC	49	50.2	i	4.2	-4.0%
COc1ccc(CC(=O)N2CCN(S(=O)(=O)c3cc(Cl)ccc3Cl)CC2)cc1	50	41.3	i	0.9	7.8%
COc1ccc(Cl)cc1NC(=O)CN(C)C(=O)c1cccc(S(=O)(=O)N2CCN(C)CC2)c1	76	29.3	i	-0.3	3.3%
COc1cc(/C=C/C(=O)c2ccc3c(c2)OCO3)cc(OC)c1OC	65	19.1	i	3.4	9.6%
COc1ccc2nc(SCC(=O)NC(C)c3ccccc3)[nH]c2c1 (stereo not given)	56	7.1	i	-1.7	5.3%
CC(=O)N1CCC(N(CCN2CCOCC2)C(=O)Nc2ccc(Cl)c(Cl)c2)CC1	98	32.9	i	-0.6	1.0%
COc1cc2c(-c3ccc4cc[nH]c4c3)c(-c3ccc(C#N)cc3)oc(=O)c2cc1OC	56	16.9	i	5.9	4.3%
Cc1cc(C(=O)OCC(=O)N(C)c2ccccc2)c2ccccc2n1	52	43.1	i	-1.1	3.0%
CCOc1ccc(C(=O)CC(C(=O)O)N2CCN(Cc3ccccc3)CC2)cc1 (stereo not given)	49	45.8	i	-1.1	2.9%
O=C(CCNS(=O)(=O)c1ccc(Br)cc1)NCC1CCCO1 (stereo not given)	62	48.1	i	2.4	2.9%
C=CC[C@@H](CC(=O)NCCO)C(=O)N[C@H](C)COC(=O)[C@@H](CC=C)CC(=O)OC(C)(C)C	55	49.9	i	1.6	4.1%
C=CC(COCc1ccccc1)N(CC(=O)OC)S(=O)(=O)c1cc(Br)ccc1OC (stereo not given)	45	37.5	i	0.9	1.5%
COc1cc(OC)cc(-c2c(-c3cccs3)c3cc(-c4cnc(N)nc4)ccc3n2C)c1	58	22.8	i	10.6	3.5%
O=C(Cn1nnc(-c2ccc(Cl)cc2)n1)N1CCN(C(=O)c2ccco2)CC1	64	42.2	i	-1.1	1.4%
COCC(C)n1c(SCC(=O)Nc2sccc2C(N)=O)nc2ccccc2c1=O (stereo not given)	51	29.3	i	0.3	5.3%
CC(C(=O)N1CCOCC1)c1ccccc1 (stereo not given)	63	23.0	i	2.3	7.1%
Cc1ccccc1C(=O)Nc1cc(C(F)(F)F)ccc1-n1cncn1	39	28.1	i	-0.9	5.1%
COc1ccc(OC)cc1	60	11.8	i	-0.3	2.7%
O=C(COC(=O)/C=C/c1cccc([N+](=O)[O-])c1)Nc1cccnc1Cl	58	37.2	i	2.0	4.5%
CN(C)CCCNc1oc(-c2ccc(Cl)cc2)nc1S(=O)(=O)c1ccccc1	59	44.6	i	0.4	9.4%
CC(OC(=O)CNC(=O)c1ccc(Br)cc1)C(=O)NC1CCCCC1C (stereo not given)	47	40.4	i	-0.3	6.1%
CNC(=O)c1cccc(NC(=O)c2cc(-c3ccccc3)nc3c2cnn3C(C)C)c1	62*	40.0	i	55.0*	28.4%
CCOC(=O)C1CCN(C(=O)C(CCSC)NC(=O)c2ccccc2OC)CC1 (stereo not given)	62	29.4	i	0.8	3.8%
O=C(CNC(=O)c1ccc(Cl)cc1)OCCN1C(=O)c2ccccc2C1=O	47	34.5	i	2.1	3.8%
C[C@H](CO)N1C[C@H](C)[C@@H](CN(C)C(=O)Nc2ccccc2)Oc2c(NS(=O)(=O)c3cn(C)cn3)cccc2C1=O	71	7.8	i	-1.1	12.7%
Cc1ccc(C)c(NC(=O)COC(=O)CNC(=O)C2CCCCC2)c1	51	4.3	i	-0.7	2.3%
COc1cccc(CNCC(=O)NC(=O)NC2CCCC2)c1	57	50.7	i	-2.4	13.4%
Cc1cc(Cl)ccc1NC(=O)CCN1C(=O)NC(C)(C)C1=O	71	30.4	i	-2.8	9.2%
Cc1noc(C)c1NC(=O)Nc1ccc2c(c1)C(=O)N([C@H](C)CO)C[C@H](C)[C@@H](CN(C)C(=O)Nc1ccc(C(F)(F)F)cc1)O2	52	8.2	i	-1.0	7.9%

3 of the compounds above, with two lines to a compound.
Each structure is followed by: NTR1 ag cell count 20 µM | T cell HTS vesicle-bound % | T cell HTS | NTR1 ag | MgcRacGAP inhibition
- C=CC(COCc1ccccc1)N(CC(=O)OC)S(=O)(=O)c1cc(Br)ccc1OC (stereo not given)
  45 | 37.5 | i | 0.9 | 1.5%
- C[C@H](CO)N1C[C@H](C)[C@@H](CN(C)C(=O)Nc2ccccc2)Oc2c(NS(=O)(=O)c3cn(C)cn3)cccc2C1=O
  71 | 7.8 | i | -1.1 | 12.7%
- O=C(CNC(=O)c1ccc(Cl)cc1)OCCN1C(=O)c2ccccc2C1=O
  47 | 34.5 | i | 2.1 | 3.8%

Additional results:
Molecule	NTR1 ag cell count 20 µM	T cell HTS vesicle-bound %	T cell HTS	NTR1 ag	MgcRacGAP inhibition
O=C(CNC(=O)c1cccs1)NCCc1ccco1	50	20.8	i	1.7	1.9%
CC(C(=O)Nc1nc(-c2ccc(F)c(F)c2)cs1)N1C(=O)C2CC=CCC2C1=O (stereo not given)	59	44.0	i	2.1	8.7%
Cc1cc(C)c(NC(=O)CNC(=O)c2ccccc2SCC(=O)N2CCCC2)c(C)c1	71	60.5	i	0.2	4.2%
O=C(COC(=O)/C=C/c1ccccc1)NCc1cccs1	69	7.7	i	-1.6	1.3%
O=C(O)Cc1ccc(S(=O)(=O)N2CCCC2)s1	60	39.5	i	-0.7	1.5%
Cc1n[nH]c(C)c1S(=O)(=O)N(C)Cc1ccco1	53	45.5	i	-1.2	7.5%
CC[C@@]1(C(=O)OC)N[C@H](CN(C)C(=O)c2ccc(F)cc2)[C@@H]2C(=O)N(C)C(=O)[C@@H]21	54	17.3	i	-1.6	5.5%
COc1ccc(NC(=O)COC(=O)C23CC4CC(CC(O)(C4)C2)C3)cc1Cl	45	31.3	i	1.6	4.9%
COc1ccc(/C=N/NC(=O)CNS(=O)(=O)c2ccccc2)cc1	67	22.8	i	-0.9	-0.6%
CC1CCCCN1C(=S)NC(=O)c1ccco1 (stereo not given)	47	22.8	i	3.2	7.3%
Cc1ccc(C2(C)NC(=O)N(CC(=O)c3ccc4c(c3)OCCO4)C2=O)cc1 (stereo not given)	59	44.8	i	-1.9	11.7%
CC1CCCCC1NC(=O)COC(=O)COc1ccccc1F (stereo not given)	58	48.0	i	-0.3	0.9%
Cc1cc(C(=O)OCC(=O)Nc2ccccc2Br)c(C)o1	54	24.6	i	0.2	-0.1%
NS(=O)(=O)c1ccc(CCNC(=O)C2CCN(C(=O)Nc3ccccc3)CC2)cc1	55	41.0	i	-0.2	2.0%
O=C1CN(C(=O)COC(=O)CCS(=O)(=O)c2ccccc2)c2ccccc2N1	53	40.8	i	2.9	10.7%
COc1cccc(/C=C/C(=O)OCC(=O)c2c(N)n(C)c(=O)n(C)c2=O)c1	65	29.6	i	1.9	-3.2%
O=C(N[C@@H]1C/C=C\C[C@@H](CC(=O)N(CCO)Cc2ccccc2)C(=O)NCCOC1=O)OCC1c2ccccc2-c2ccccc21	77	8.0	i	-0.9	5.6%
CC(NC(=O)COC(=O)CN1C(=O)c2ccccc2C1=O)c1ccccc1 (stereo not given)	71	28.3	i	-2.5	5.0%
CSc1ncccc1C(=O)OCC(=O)N1CCCC1	38	49.1	i	-1.2	6.6%
Cc1cccc(C(=O)Nc2cccc(S(=O)(=O)NCc3ccco3)c2)c1	47	39.8	i	-1.5	3.9%
CCOC(=O)[C@H]1[C@H]2COc3ccc(C)cc3[C@@H]2N2C(=O)CN(Cc3ccc(Cl)cc3)C(=O)[C@@]12C	45	39.2	i	0.6	11.0%
Cc1ccc(CNC(=O)C2CC(=O)N(C3CCCC3)C2)cc1 (stereo not given)	98	9.9	i	0.4	3.3%
COc1ccc(S(=O)(=O)N(C)C[C@H]2Oc3c(NC(=O)NC4CCCCC4)cccc3C(=O)N([C@H](C)CO)C[C@@H]2C)cc1	66	19.3	i	0.5	5.4%
O=C(CN1C(=O)NC(c2ccccc2)(c2ccccc2)C1=O)N1CCCCC1	67	56.7	i	-0.8	0.9%
CC1(C)Oc2cc3oc(=O)ccc3cc2C[C@@H]1O	55	23.0	i	-1.1	5.8%
CCCn1c(N)c(N2CCCCC2)c(=O)n(CC(=O)Nc2ccc(C(C)=O)cc2)c1=O	60	24.1	i	0.0	6.5%
COc1ccc(-c2coc3cc(O)c(OC)cc3c2=O)cc1	56	21.1	i	-0.4	8.8%
COc1cccc(-c2ncc3ccccc3c2COC(=O)N(C)C)c1	59	38.7	i	2.8	10.3%
COc1ccc(C(CNC(=O)C2CC(=O)N(Cc3ccccc3)C2)N2CCCC2)cc1 (stereo not given)	31	19.0	i	2.3	12.1%
O=C(COC(=O)COc1ccccc1F)NCc1ccco1	65	29.4	i	1.6	-5.1%
Cn1cncc1C#Cc1c(C=O)[nH]c2ccccc12	45	44.7	i	-0.2	6.2%
CCCOc1ccc(C(=O)Nc2cc(S(=O)(=O)N3CCOCC3)ccc2N2CCOCC2)cc1	56	54.0	i	3.6	7.2%
Cc1ccc2cccc(OCC(=O)NCCC3=CCCCC3)c2n1	61	47.9	i	0.9	1.4%
COc1ccc(C2=CN(Cc3ccccc3)CCC2=O)cc1	65	11.4	i	-1.2	3.8%
CC1CC(C)CN(C(=O)COC(=O)c2ccc3ncsc3c2)C1 (stereo not given)	48	22.4	i	2.3	-5.2%
Cc1cnc(C(=O)OCC(=O)Nc2sc3c(c2C(N)=O)CCCC3)cn1	97	45.8	i	0.2	2.0%
CCOc1ccccc1/C=C(\C(=O)O)c1ccc(S(=O)(=O)N2CCCCC2)s1	65	35.3	i	2.4	1.9%
O=C(OCC(=O)N1CCC(Cc2ccccc2)CC1)c1ccccc1F	52	32.7	i	2.9	2.5%
CCOC(=O)[C@H]1[C@H]2COc3cc(OC)ccc3[C@@H]2N2C(=O)CN(Cc3ccc(OC)cc3)C(=O)[C@@]12C	47	32.6	i	2.1	-1.8%
COc1ccc(CNC(=O)COC(=O)c2ccc(OCC3CCCO3)cc2)cc1 (stereo not given)	51	40.4	i	2.6	2.9%
O=C(c1n[nH]c(=O)c2ccccc12)N1CCN(S(=O)(=O)c2ccccc2Cl)CC1	49	45.6	i	2.4	1.5%
C[C@H](CO)N1C[C@H](C)[C@@H](CN(C)S(=O)(=O)c2ccc(F)cc2)Oc2ccc(NC(=O)CCC(F)(F)F)cc2C1=O	74	5.5	i	-0.5	1.7%
Cc1noc(C)c1NC(=O)Nc1cccc2c1O[C@@H](CN(C)C(=O)Nc1ccc3c(c1)OCO3)[C@@H](C)CN([C@H](C)CO)C2=O	48	53.8	i	0.2	13.1%
CN(C)C(CNC(=O)c1ccc(Cl)c(S(=O)(=O)N2CCCCCC2)c1)c1ccccc1 (stereo not given)	40	4.4	i	0.0	8.9%
Cc1cc(C)c(S(=O)(=O)N2CCN(C(=O)CCOc3ccccc3C)CC2)c(C)c1	50	50.2	i	-0.1	0.5%
Cc1nn(-c2ccccc2)nc1C(=O)OCC(=O)N1CCC(C)CC1	55	22.0	i	0.4	3.3%
O=C(Cc1cccs1)Nc1ccc(-c2nnc(-c3ccccc3)o2)cc1	37	21.0	i	-0.7	8.4%
Cc1nc(SCC(=O)N(C)C2CCS(=O)(=O)C2)c(C#N)c(C)c1C (stereo not given)	64	19.1	i	1.4	2.1%
Cc1ccc(OCCC(=O)Nc2ccc(C)c(S(=O)(=O)N3CCOCC3)c2)cc1	88	46.9	i	0.3	5.0%
CC(NC(=O)COC(=O)c1ccc2c(=O)n3c(nc2c1)CCCCC3)c1ccccc1 (stereo not given)	35	24.6	i	-0.3	6.8%
O=C(c1ccc(Cl)c(S(=O)(=O)NCc2cccnc2)c1)N1CCCC1	57	16.6	i	-2.7	8.7%
COc1cccc(NC(=O)C(C)OC(=O)c2n[nH]c3ccccc23)c1 (stereo not given)	60	18.4	i	-2.2	7.9%
O=C(O)COc1ccccc1C=NNC(=O)c1ccc(NS(=O)(=O)c2cccs2)cc1	72	54.2	i	1.1	4.8%
